Screens from PubChem BioAssay.
Statin myotox sup – suppressors of statin myotoxicity in C2C12 myotubes, primary screen, cell-based, single point, plate reader. C2C12 myotubes + simvastatin, ATP luminescence, 48 h; scaled: DMSO 0, geranylgeraniol control 100. actives 0.78% (n = 330,000). rescue of ATP level, % at 7.49 µM;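 active = mean ATP rescue above about 67%, or every replicate alone reaching that limit, limit read from the data, passing the limit was not always enough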;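 note: myotubes were challenged with 10 µM simvastatin during compound exposure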
ERp5 block – inhibitors of ERp5-driven insulin aggregation, primary screen, biochemical, turbidity, absorbance 650 nm, single point | Protein disulfide-isomerase A6 (Homo sapiens), Q15084 | 90 min | inhibition, % at 9.99 µM | actives 0.05% (n = 350,000);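 active = mean replicate inhibition above about 25%, with every replicate also reaching it, limit read from the data, passing the limit was not always enough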
Target sequence (Q15084 whole entry, looked up): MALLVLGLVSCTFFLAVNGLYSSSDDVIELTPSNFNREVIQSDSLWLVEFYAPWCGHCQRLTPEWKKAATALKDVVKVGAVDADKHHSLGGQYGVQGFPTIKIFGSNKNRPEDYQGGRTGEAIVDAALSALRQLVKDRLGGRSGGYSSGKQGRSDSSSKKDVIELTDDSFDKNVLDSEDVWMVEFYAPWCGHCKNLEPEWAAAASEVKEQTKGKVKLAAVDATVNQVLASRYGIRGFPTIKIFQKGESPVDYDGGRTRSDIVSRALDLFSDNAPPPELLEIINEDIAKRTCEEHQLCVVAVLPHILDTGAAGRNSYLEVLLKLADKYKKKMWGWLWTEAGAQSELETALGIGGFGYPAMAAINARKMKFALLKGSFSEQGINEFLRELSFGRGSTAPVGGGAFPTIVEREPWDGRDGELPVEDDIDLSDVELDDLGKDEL
ARNT TACC3 PPI – disruptors of ARNT/TACC3 protein interaction, primary screen, biochemical, AlphaScreen, single concentration; Transforming acidic coiled-coil-containing protein 3 (Homo sapiens), Q9Y6A5; AlphaScreen His-ARNT PAS-B/GST-TACC3 binding, luminescence; TACC3 fragment carries E629A point mutation; inhibition, % at 9.99 µM; actives 0.66% (n = 390,000); AID 623870, 2012;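 active = mean inhibition of replicates at least 50% and at least half of replicates each reaching 50%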;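 note: 0% = complete ARNT plus TACC3 wells and 100% = ARNT alone without TACC3; many hits fall short of the cut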
SIRT5 block – SIRT5 desuccinylase inhibitors, primary screen, biochemical, fluorescence imaging, single point, set 5 | Purified SirT5, succinyl-peptide AMC, trypsin-coupled fluorescence | AID 652115, 2013 | actives 1.1% (n = 330,000) | inhibition, % at 15 µM | NAD-dependent protein deacylase sirtuin-5, mitochondrial (Homo sapiens), Q9NXA8; in the data active = inhibition above about 15%
Target sequence (Q9NXA8 whole entry, looked up): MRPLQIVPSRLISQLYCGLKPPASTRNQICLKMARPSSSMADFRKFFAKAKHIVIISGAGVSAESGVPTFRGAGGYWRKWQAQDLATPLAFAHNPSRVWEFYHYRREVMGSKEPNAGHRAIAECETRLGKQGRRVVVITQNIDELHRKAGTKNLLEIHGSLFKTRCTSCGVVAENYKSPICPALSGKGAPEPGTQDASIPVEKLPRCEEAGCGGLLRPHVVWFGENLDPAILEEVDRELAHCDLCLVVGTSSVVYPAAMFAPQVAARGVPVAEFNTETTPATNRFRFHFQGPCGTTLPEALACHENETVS
miR122 inh – miR-122 Renilla sensor signal increase in Huh7, primary screen, miR-122 inhibitor project, cell-based, single point, plate reader; Huh7 miR-122 Renilla luciferase sensor, 48 h; neutral wells = 0, positive control = 100; activation (reporter increase), % at 12.5 µM; actives 0.3% (n = 340,000);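 active = mean replicate activation score at least 90 and every replicate individually at or above 90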;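 note: higher luciferase means less miR-122 activity so hits act as miR-122 inhibitors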
Cneo AK release – Cryptococcus neoformans cell lysis inducers, primary screen, AK release luminescence, single concentration | C. neoformans lysis, adenylate kinase release luminescence, 4 h; normalised: neutral wells 0, clomiphene wells 100 | actives 0.2% (n = 360,000) | AID 651654, 2012 | lysis activity, % at 15 µM;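 active = mean lysis activity across replicates of at least 80%, whatever share of replicates individually reach that level; inactive = mean lysis activity below 80%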
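Material: C. neoformans cells; Schedule: 4 h static compound exposure, 37 °C, read 1 h post-reagent; Measured by: adenylate kinase release luminescence; Read-out: signal increase indicating cell lysis; Controls: Clomiphene as positive lysis control.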
esBAF inh – Bmi1 luciferase reporter increase in mESCs, primary screen, esBAF inhibitor project, mouse ES cells, Bmi1 luciferase knock-in, single point; actives 2% (n = 350,000); reporter increase, % at 12.5 µM; 24 h; 100% = twice the neutral-well signal; in the data active = activation above about 40%;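 note: 0% = median of the plate's neutral control wells and 100% = double that signal; a rise in the Bmi1 reporter signal indicates esBAF inhibition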
Numbers without * were called inactive; [ ] = another dose, or the depositor's remark.

For COC(=O)c1ccc(NC(=O)c2ccccc2-c2ccccc2C(=O)O)cc1 the results were Statin myotox sup 6, ERp5 block 5, ARNT TACC3 PPI -6, SIRT5 block 1, Cneo AK release 0 and esBAF inh 1.
CCCCN(C(=O)c1cc(CN2C(=O)c3ccccc3C2=O)ccc1OC)c1c(N)n(CC(C)C)c(=O)[nH]c1=O was read as Statin myotox sup 6, ERp5 block -2, SIRT5 block -4, miR122 inh 0, Cneo AK release 0 and esBAF inh 2.
For CN1CCN(c2ccc([N+](=O)[O-])cc2/C=N/NC(=O)c2ccc(F)cc2)CC1 the results were Statin myotox sup -10, ARNT TACC3 PPI 6, miR122 inh -2, Cneo AK release -8 and esBAF inh 1.
`C[C@H]1CN([C@@H](C)CO)C(=O)Cc2cc(NC(=O)Nc3ccc4c(c3)OCO4)ccc2O[C@H]1CN(C)C(=O)NC1CCCCC1` gave Statin myotox sup -21, ERp5 block -8, ARNT TACC3 PPI 2, SIRT5 block 3, miR122 inh -2[16.7 µM], Cneo AK release -4 and esBAF inh 8.
CC(=O)Nc1cccc(-c2csc(C(O)c3ccc(F)c(F)c3)n2)c1 (stereo unspecified) was read as Statin myotox sup -2, ERp5 block 3, miR122 inh 5, Cneo AK release -2 and esBAF inh 3.
For C[C@@H]1CN([C@@H](C)CO)C(=O)c2cc(NC(=O)C3CCCCC3)ccc2O[C@@H]1CN(C)C(=O)Nc1cccc2ccccc12 the results were Statin myotox sup 27, ERp5 block -4, ARNT TACC3 PPI 0, SIRT5 block 2, miR122 inh 22[16.7 µM] and esBAF inh -13.
`COc1ccc(C)cc1NC(=O)CSc1nnc(-c2ccco2)n1Cc1ccco1` gave Statin myotox sup -6, ARNT TACC3 PPI 16, miR122 inh -1, Cneo AK release -1 and esBAF inh 6.
Screening O=C(C[C@@H]1CC[C@@H](NS(=O)(=O)c2ccccc2)[C@H](CO)O1)N1CCc2ccccc2C1 returned Statin myotox sup 4, ERp5 block 3, ARNT TACC3 PPI 3, SIRT5 block 1, Cneo AK release -2 and esBAF inh 2.
Cc1cc(C)nc(NC(=O)Nc2ccc(F)cc2F)n1 was read as Statin myotox sup -11, ERp5 block 4, ARNT TACC3 PPI 0, SIRT5 block 1, Cneo AK release -1 and esBAF inh 38.
Screening COC(=O)c1cc(=O)n(Cc2ccc(F)cc2)c(=NCc2ccc(F)cc2)s1 returned ERp5 block -5, ARNT TACC3 PPI -5 and SIRT5 block -4.
COc1ccc(S(=O)(=O)N2CCN(c3cnccn3)CC2)cc1OC was read as Statin myotox sup -3, ERp5 block 0, ARNT TACC3 PPI 11, SIRT5 block 0, miR122 inh -9, Cneo AK release 0 and esBAF inh 3.
Screening O=C(Nc1ccc(N2C(=O)C3C4C=CC(C4)C3C2=O)cc1)Nc1cccnc1 (stereo unspecified) returned Statin myotox sup -18, ARNT TACC3 PPI 14, miR122 inh 5, Cneo AK release 5 and esBAF inh -6.
For COc1cccc(-c2ccc3c(c2)O[C@@H](CN(C)C)[C@H](C)CN([C@H](C)CO)S3(=O)=O)c1 the results were Statin myotox sup 0, ERp5 block -1, ARNT TACC3 PPI -2, SIRT5 block -5, miR122 inh -4[16.7 µM], Cneo AK release 51 and esBAF inh -3.
CCN(CC)C(=O)Cn1cc(S(=O)(=O)CC(=O)Nc2cc(OC)ccc2OC)c2ccccc21 was read as Statin myotox sup 2, ERp5 block -3, ARNT TACC3 PPI -6, SIRT5 block -2, Cneo AK release -1 and esBAF inh -1.
O=C(COc1cccc(Br)c1)N/N=C/C(=O)c1ccccc1 was read as ERp5 block 1, ARNT TACC3 PPI 2 and SIRT5 block -4.

Structures listed so far that have fluorine (four):
For CN1CCN(c2ccc([N+](=O)[O-])cc2/C=N/NC(=O)c2ccc(F)cc2)CC1 the results were Statin myotox sup -10, ARNT TACC3 PPI 6, miR122 inh -2, Cneo AK release -8 and esBAF inh 1.
CC(=O)Nc1cccc(-c2csc(C(O)c3ccc(F)c(F)c3)n2)c1 (stereo unspecified) was read as Statin myotox sup -2, ERp5 block 3, miR122 inh 5, Cneo AK release -2 and esBAF inh 3.
Cc1cc(C)nc(NC(=O)Nc2ccc(F)cc2F)n1 was read as Statin myotox sup -11, ERp5 block 4, ARNT TACC3 PPI 0, SIRT5 block 1, Cneo AK release -1 and esBAF inh 38.
Screening COC(=O)c1cc(=O)n(Cc2ccc(F)cc2)c(=NCc2ccc(F)cc2)s1 returned ERp5 block -5, ARNT TACC3 PPI -5 and SIRT5 block -4.

(list continues)
C=CC(C)(C)c1cc2cc3ccoc3cc2oc1=O was read as Statin myotox sup -5, ERp5 block -3, ARNT TACC3 PPI -7, SIRT5 block 3, miR122 inh -11, Cneo AK release -2 and esBAF inh 16.
`Cc1c(C(c2cccc(O)c2)c2c(C)n(C)n(-c3ccccc3)c2=O)c(=O)n(-c2ccccc2)n1C` gave ARNT TACC3 PPI -15, miR122 inh -6 and Cneo AK release -1.
Screening COc1ccccc1C1CCN(Cc2ccc(C)cc2)CC1 returned Statin myotox sup 23, ERp5 block 1, ARNT TACC3 PPI -4, SIRT5 block -5, miR122 inh 3, Cneo AK release -2 and esBAF inh -8.
Screening S=C(NCCN1CCOCC1)N/N=C/c1c2ccccc2cc2ccccc12 returned Statin myotox sup -4, ARNT TACC3 PPI -2, miR122 inh -3, Cneo AK release 50 and esBAF inh 8.
For Cc1cccc(NC(=O)CSc2nnc(CSc3nc(C)cc(C)n3)n2Cc2ccco2)c1 the results were Statin myotox sup 3, ARNT TACC3 PPI -9, miR122 inh 8, Cneo AK release 4 and esBAF inh -4.
`CC1Sc2ccc(S(=O)(=O)CCC(=O)N3CCN(c4ccccc4)CC3)cc2NC1=O` (stereo unspecified) gave Statin myotox sup -9, ARNT TACC3 PPI -3, SIRT5 block 2, miR122 inh -12, Cneo AK release 1 and esBAF inh -1.
`O=C(c1c[nH]c(=O)n(-c2ccccc2)c1=O)N1CCc2ccccc21` gave Statin myotox sup 1, ARNT TACC3 PPI -5, miR122 inh -3, Cneo AK release -1 and esBAF inh -3.
`O=C(Nc1ccc2c(c1)[C@@H]1C[C@H](CC(=O)N3CCOCC3)O[C@H](CO)[C@@H]1O2)c1cccnc1` gave Statin myotox sup 1, ERp5 block -1, ARNT TACC3 PPI -1, SIRT5 block 0, miR122 inh -3[16.7 µM], Cneo AK release -1 and esBAF inh -1.
Screening Cc1ccc(NS(=O)(=O)c2ccc(C(=O)NCc3ccccn3)cc2)cc1 returned Statin myotox sup 5, ERp5 block 1, ARNT TACC3 PPI 19, SIRT5 block -1, miR122 inh 10, Cneo AK release 0 and esBAF inh 0.
`CCC(=O)N1C[C@H](C)[C@H](OC)CN(C)C(=O)c2ccc(NC(=O)c3ccccc3)cc2OC[C@@H]1C` gave Statin myotox sup -16, ERp5 block 0, ARNT TACC3 PPI -2, SIRT5 block -5, Cneo AK release 3 and esBAF inh 3.
Screening CCOC(=O)c1c(C)n(C)c2ccc(O)c(CN(C)C)c12 returned Statin myotox sup 1, ARNT TACC3 PPI -6, miR122 inh -8, Cneo AK release 0 and esBAF inh -9.
Screening COc1ccc(S(=O)(=O)N2CCCOC2CNC(=O)C(=O)NCc2ccccn2)cc1 (stereo unspecified) returned Statin myotox sup -6, ERp5 block -3, ARNT TACC3 PPI 12, SIRT5 block -6, miR122 inh -1, Cneo AK release 2 and esBAF inh -8.
Screening CCC(CC)N=C1NS(=O)(=O)c2cc([N+](=O)[O-])ccc21 returned ERp5 block -1, ARNT TACC3 PPI 5, SIRT5 block -2 and miR122 inh -2.
For CCOC(=O)C1(CCOC)CCN(Cc2nc(C(C)C)cs2)CC1 the results were ERp5 block 4, ARNT TACC3 PPI -20 and SIRT5 block 3.
For C[C@@H]1CN([C@@H](C)CO)C(=O)c2ccccc2-c2ccccc2CO[C@@H]1CN(C)CC1CC1 the results were Statin myotox sup 11, ERp5 block -2, ARNT TACC3 PPI -4, SIRT5 block -5, Cneo AK release 0 and esBAF inh -2.
`C=C1C[C@H](O[C@@H]2O[C@H](CO)[C@@H](O)[C@H](O)[C@H]2O)[C@@H]2[C@H](OC(=O)[C@H]2C)[C@H]2[C@H](C)[C@@H](O)C[C@@H]12` gave Statin myotox sup 6, ERp5 block 1, ARNT TACC3 PPI -14, Cneo AK release -8 and esBAF inh 2.
Screening CC(C)(C)OC(=O)N1CCN(C(=O)c2ncn(Cc3ccccc3)c2C(=O)N2CCN(C(=O)OC(C)(C)C)CC2)CC1 returned Statin myotox sup 2, ERp5 block 4, ARNT TACC3 PPI -7, SIRT5 block -8, miR122 inh 2, Cneo AK release 6 and esBAF inh 3.
`CN(C[C@@H]1[C@H](c2ccccc2)[C@@H](CO)N1C(=O)C1CCC1)C(=O)c1ccccn1` gave Statin myotox sup -4, ERp5 block 1, ARNT TACC3 PPI -7, SIRT5 block 4, miR122 inh 8[16.7 µM], Cneo AK release -4 and esBAF inh 3.
`CCOC(=O)C1=C(COC(=O)/C=C/c2cccc(Br)c2)NC(=O)NC1C` (stereo unspecified) gave Statin myotox sup -2, ERp5 block 0, ARNT TACC3 PPI 3, SIRT5 block -1, miR122 inh -7, Cneo AK release 0 and esBAF inh 5.
`CC(=O)c1cnc2nc(SCc3cccc(C)c3)nn2c1C` gave Statin myotox sup 32, ERp5 block 3, ARNT TACC3 PPI -3, SIRT5 block 1, miR122 inh 6, Cneo AK release -1 and esBAF inh 14.
For Cc1cccc(NC(=O)N2CCC(C(=O)c3ccc(F)cc3)CC2)c1 the results were Statin myotox sup -33, ERp5 block -2, ARNT TACC3 PPI 1, SIRT5 block -1, miR122 inh -11, Cneo AK release 0 and esBAF inh -9.
CCc1ccc(Nc2nnc(SC(C)C(=O)NC3CC3)s2)cc1 (stereo unspecified) was read as Statin myotox sup 4, ERp5 block 10, ARNT TACC3 PPI -2, SIRT5 block -2, miR122 inh 0, Cneo AK release 1 and esBAF inh 9.
CN(C)CCCN1C(=O)CSC1c1ccccc1 (stereo unspecified) was read as Statin myotox sup 10, ERp5 block -5, ARNT TACC3 PPI -17, SIRT5 block -6, miR122 inh -1, Cneo AK release -2 and esBAF inh -2.
`COc1ccc(OC)c(CNC(=O)CCn2nc(C)c3c(C)n(-c4ccccc4)nc3c2=O)c1` gave Statin myotox sup -13, ARNT TACC3 PPI 5, SIRT5 block -1, miR122 inh -2, Cneo AK release 6 and esBAF inh 1.
For O=C(COc1ccccc1Br)c1ccc(O)cc1O the results were Statin myotox sup 0, ERp5 block 3, ARNT TACC3 PPI -2, SIRT5 block 1, miR122 inh 1, Cneo AK release 7 and esBAF inh 10.
C=C(C)Cn1c2ccc(NC(=O)NCC)cc2c(=O)n1C was read as Statin myotox sup 8, ERp5 block 7, miR122 inh -1, Cneo AK release 2 and esBAF inh -2.
Screening CCn1c(SCC(=O)N(C)C)nc2cc(S(=O)(=O)N3CCOCC3)ccc21 returned Statin myotox sup 7, ERp5 block -4, ARNT TACC3 PPI -2, SIRT5 block -8, miR122 inh -4, Cneo AK release 0 and esBAF inh 0.
For C[C@@H]1CN([C@H](C)CO)C(=O)c2cc(NC(=O)CCCN(C)C)ccc2O[C@@H](C)CCCCO[C@@H]1CN(C)S(=O)(=O)c1ccc(Cl)cc1 the results were Statin myotox sup 31, ERp5 block 0, ARNT TACC3 PPI 9, SIRT5 block -1, miR122 inh 8[16.7 µM], Cneo AK release 0 and esBAF inh 3.
CCc1ccc(NC(=O)CC2C(=O)N(c3cccc(OC)c3)C(=O)N2CCOC)cc1 (stereo unspecified) was read as Statin myotox sup 9, ERp5 block 1, ARNT TACC3 PPI 0, SIRT5 block 3, miR122 inh 1, Cneo AK release -1 and esBAF inh -5.
